# bCat KO growth = beta-catenin-lacking colon tumor cell growth suppression; AID 818; viability, % at 10 µM; HCT116 beta-catenin knockout viability, CellTiter-Glo, 60 h; active compounds read low; 1.5% of 140,000 active;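 active = viability at or under a set limit, the compound median less 4 SD, cut at about 6% in these data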;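 note: 0% = Hyamine 1622 control at 20 µM and 100% = untreated cell control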
# E-sel TNF inh = blocks E-selectin expression induced by TNF alpha; HUVEC TNFa-induced E-selectin immunofluorescence, high content; inhibition, % at 2 µM; 0.71% of 120,000 active;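 active = inhibition above the batch mean plus 3 SD, and confirmed as a hit on visual image review, cut at about 43% in these data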;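 note: 0% = TNF-stimulated DMSO wells and 100% = unstimulated control wells; not every result past the cut was called active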
# GALR2 antag = GALR2 (human) receptor antagonism; GALR2-expressing cells, antagonist mode; inhibition, % at 4 µM; 0.39% of 140,000 active; AID 828; in the data active = inhibition above about 27%;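 note: cells stimulated with galanin 1-16 at roughly its EC80; 0% = agonist challenge control and 100% = basal control without agonist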
# Target sequence (O43603 whole entry, looked up): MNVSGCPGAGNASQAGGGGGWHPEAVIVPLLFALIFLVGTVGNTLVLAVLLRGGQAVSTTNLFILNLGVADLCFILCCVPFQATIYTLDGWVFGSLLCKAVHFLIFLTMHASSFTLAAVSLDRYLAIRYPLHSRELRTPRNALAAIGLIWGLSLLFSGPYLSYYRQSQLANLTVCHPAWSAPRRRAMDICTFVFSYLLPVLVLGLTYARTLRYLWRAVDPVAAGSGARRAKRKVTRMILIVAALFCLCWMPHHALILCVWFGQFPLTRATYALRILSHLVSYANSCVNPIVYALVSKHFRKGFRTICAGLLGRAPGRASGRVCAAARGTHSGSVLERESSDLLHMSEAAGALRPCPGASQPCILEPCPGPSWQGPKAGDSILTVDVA
# PTEN del growth = growth suppressors of cells with PTEN tumor suppressor deletion; HCT116 PTEN-null viability, CellTiter-Glo, 60 h; active compounds read low; viability, % at 10 µM; 1.2% of 140,000 active; AID 827;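 active = viability at or below a set limit, 4 SD under the median of all tested compounds, cut at about 3.7% in these data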;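 note: PTEN knockout HCT116 line with beta catenin targeted HCT116 as companion control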
# Yeast growth inh = yeast BB579 growth reduction in restrictive medium; S. cerevisiae BB579 growth, OD615, 48 h; inhibition, % at 10 µM; 0.51% of 140,000 active; AID 804;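 active = inhibition above a set limit, 3 SD over the mean compound inhibition, cut at about 44% in these data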; note: inactives centre near -24
#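 controls = amphotericin B 10 µg/mL, positive | assay system = DeaD yeast strain BB579 | schedule = 48 h compound exposure at 30 °C after 4 h preincubation | detection = OD615 turbidity measurement | medium = restrictive CSMM-D medium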
# MRP-1 activ = activators of MRP-1; viability increase, % at 10 µM; H69AR cells + doxorubicin, viability rescue, CellTiter-Glo; 0.61% of 140,000 active;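 active = viability gain under doxorubicin at or above a set limit, the compound median plus 3 SD, cut at about 4.7% in these data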;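 note: MRP-1 overexpressing cells given doxorubicin 25 µM after compound pretreatment; 18-22 h compound pretreatment then 72 h with doxorubicin before readout; 0% = doxorubicin-only wells and 100% = vehicle-treated cells without doxorubicin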
# Measles CPE = protection of cells from measles virus; Measles virus-infected cells, CPE protection, absorbance; protection (pct of control), % at 4 µM; 1.5% of 140,000 active; AID 841; in the data active = protection mostly above about 24%, no sharp cut-off; inactive = mostly below about 26%; note: some compounds called inactive have numbers as strong as hits
# Phagocytosis inh = blocks phagocytosis by macrophages | inhibition, % at 5 µM | J774A.1 macrophage IgG-bead phagocytosis, imaging | 0.07% of 110,000 active | AID 1029;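 active = inhibition above the mean of the plate negative controls plus 5 SD, cut at about 13% in these data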;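 note: phagocytic index as fraction of beads internalized from green versus red external bead signal; plate controls were DMSO negative control for no effect and cytochalasin-D positive control for full effect; some results beyond the cut were filed as inactive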
# NPY-Y2 antag = antagonists of human neuropeptide Y receptor Y2; inhibition, % at 2.7 µM; P49146; 0.99% of 140,000 active; NPY-Y2 expressing cells, antagonist mode; in the data active = inhibition above about 17%;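 note: 0% = vehicle with agonist challenge and 100% = reference antagonist with challenge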
# Target sequence (P49146 whole entry, looked up): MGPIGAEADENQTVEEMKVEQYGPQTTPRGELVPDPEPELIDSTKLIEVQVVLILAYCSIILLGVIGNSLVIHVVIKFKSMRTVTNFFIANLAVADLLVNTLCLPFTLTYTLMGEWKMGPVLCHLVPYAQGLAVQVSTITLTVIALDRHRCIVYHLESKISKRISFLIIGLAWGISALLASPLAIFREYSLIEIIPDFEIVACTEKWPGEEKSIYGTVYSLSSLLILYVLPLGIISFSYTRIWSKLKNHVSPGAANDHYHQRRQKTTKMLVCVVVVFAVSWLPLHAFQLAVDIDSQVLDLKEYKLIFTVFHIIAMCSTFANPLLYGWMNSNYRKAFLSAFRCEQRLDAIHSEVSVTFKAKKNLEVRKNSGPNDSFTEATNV
# Yeast life ext = yeast lifespan extension; S. cerevisiae growth with nicotinamide, OD615; deaD strain in restrictive glucose medium; 0.68% of 130,000 active; inhibition of the nicotinamide effect, % at 10 µM;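 active = inhibition above a set limit, placed 3 SD over the median of all compounds, cut at about 26% in these data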;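 note: 0% = nicotinamide-treated wells and 100% = cells grown without nicotinamide; some compounds called inactive have numbers as strong as hits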
#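 Assay system: engineered S. cerevisiae DeaD replicative-lifespan strain, galactose-grown log-phase cells; Buffer or medium: CSMM-D glucose medium, restrictive; Probe or stimulus: nicotinamide 1.5 mM; Compound: single dose 10 µM compound, 0.25% DMSO; Schedule: 4 h preincubation then 48 h treatment at 30 °C; Technique: OD615 measurement.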
# Numbers without * were called inactive; · = not tested or not shown; & = joins results of further samples. Rows were taken by chance; any-hit rate near 6.3%.
SMILES,bCat KO growth,E-sel TNF inh,GALR2 antag,PTEN del growth,Yeast growth inh,MRP-1 activ,Measles CPE,Phagocytosis inh,NPY-Y2 antag,Yeast life ext
CCOC(=O)N1CCN(S(=O)(=O)c2ccc(C(=O)Nc3nnc(CC)o3)cc2)CC1,88,·,0,100,-39,-0.7,4,4,0,0
Cc1ccc2cc(C#N)c(N3CCCC3)nc2c1C,83,100*,-1,83,-52,-1.3,17,0,2,-21
Cc1cccc(Oc2sc(C(=O)c3ccccc3)c(N)c2C#N)c1C,69,·,-17,82,-28,-4.3,8,·,9,31
Cc1ccc(C(=O)CNc2ccc(F)cc2)cc1,82,·,0,88,-19,-1.1,5,-6,2,-6
CC(C)[C@H](N)c1nnc(SC/C=C/c2ccccc2)o1,91,9,10,97,-11,-2.1,38,·,1,-15
O=C(c1ccc(Cn2cc(Br)cn2)o1)n1cccn1,94,38,6,88,-26,-1.9,5,0,3,-22
OC(CNCCc1ccccc1)c1ccccc1 (centres undefined),99,0,-2,95,-38,-1.9,12,1,5,0
CC(C)(C)C(=O)N1CCCC1C(=O)O (centres undefined),107,-3,-3,101,17,0.2,13,-2,-1,-4
COc1ccc2nc(NC(=O)c3ccc4ncsc4c3)sc2c1,94,1,3,88,-35,-4.5,7,0,2,-4
CC(Sc1nnc2ccccn12)C(=O)N1CCc2ccccc2C1 (centres undefined),91,2,9,91,-33,-1.9,7,1,3,2

# The list goes on; it opens with the 4 that closed the last part.
SMILES,bCat KO growth,E-sel TNF inh,GALR2 antag,PTEN del growth,Yeast growth inh,MRP-1 activ,Measles CPE,Phagocytosis inh,NPY-Y2 antag,Yeast life ext
OC(CNCCc1ccccc1)c1ccccc1 (centres undefined),99,0,-2,95,-38,-1.9,12,1,5,0
CC(C)(C)C(=O)N1CCCC1C(=O)O (centres undefined),107,-3,-3,101,17,0.2,13,-2,-1,-4
COc1ccc2nc(NC(=O)c3ccc4ncsc4c3)sc2c1,94,1,3,88,-35,-4.5,7,0,2,-4
CC(Sc1nnc2ccccn12)C(=O)N1CCc2ccccc2C1 (centres undefined),91,2,9,91,-33,-1.9,7,1,3,2
CCCCOC1(c2ccccc2)NC(=S)NN=C1c1ccccc1 (centres undefined),102,12,-2,109,-58,-0.7,7,0,3,-2
Cc1ccc(C)c(N(CC(=O)Nc2ccc(-c3nc4ccc(C)cc4s3)cc2)S(C)(=O)=O)c1,60,·,-1,50,-57,-3.0,5,-2,4,-3
Cn1nc(C(F)(F)F)c(C#N)c1N1CCN(c2ccccc2F)CC1,90,·,-11,83,-49,-0.5,10,0,4,-4
CC(C)(C)NC(=O)CN(C(=O)CS(=O)CC(=O)Nc1ccc(F)cc1)c1ccccc1 (centres undefined),99,-28,4,105,-9,0.5,65,-2,2,-7
CCC(C)COC(=O)C(C#N)c1nc2ccccc2nc1N1CCCCC1 (centres undefined),74,·,8,76,-39,-0.5,4,-1,0,1
COc1ccc(OC)c(NC(=O)CN(c2ccc(C(C)C)cc2)S(=O)(=O)c2c(C)noc2C)c1,40,-8,-8,48,11,-3.4,6,0,11,-7
O=c1c2ccccc2nc(-c2ccccc2)n1CCCn1ccnc1,81,-4,15,84,-11,-2.5,9,-2,2,-1
CCCCNCC(=O)Nc1ccc(NC(=O)CNCCCC)cc1,88,-8,-4,86,3,-3.5,22,·,1,-19
CCCCn1cnc2c(cnn2-c2ccc(F)cc2)c1=O,73,·,9,76,-7,-1.8,8,·,4,-24
CCOc1ccc(-n2c(SCc3ccc(C#N)cc3)nnc2-c2cccnc2)cc1,89,44,-1,83,-64,-3.0,18,·,26*,-12
Cc1nnc(SCC(=O)Nc2ncc(Cl)cc2Cl)n1Cc1ccccc1,104,10,-11,111,-45,-0.4,2,0,0,-16
COc1ccc(-c2noc(-c3ccccc3C(=O)N3CCOCC3)n2)cc1,102,6,12,98,15,-0.7,13,-1,-3,-10
CCc1n[nH]c2c1/C(=N/O)CCC2,95,-8,-15,106,-10,-0.7,10,0,-2,-1
Cc1ccc(S(=O)(=O)C(CCC(=O)c2ccc(Cl)cc2)C(N)=O)cc1 (centres undefined),86,4,-16,92,-29,-1.5,17,·,4,-1
CCOC(=O)N1CCC(NC(=O)C(Cc2ccccc2)NC(=O)C2CCCCC2)CC1 (centres undefined),105,·,16,100,-37,-0.5,31,4,0,6
O=C(COC(=O)CNS(=O)(=O)c1c(Cl)cccc1Cl)Nc1cccnc1Cl,93,·,19,102,-49,0.4,6,·,1,5
CC(=O)c1c(C)[nH]c(C(=O)NCc2ccc(C)cc2)c1C,89,-1,-10,87,-29,-0.1,1,1,2,-12
CCN(CC)c1ccc(C2NCC(c3ccc([N+](=O)[O-])cc3)O2)cc1 (centres undefined),88,17,0,97,-35,-2.7,3,·,0,·
CCc1cccc(C)c1NC(=O)c1cccc(N(C)C)c1,89,9,7,98,-35,-2.8,18,·,4,9
O=C(c1ccc(Cl)cc1)c1c[nH]cc1-c1ccccc1,101,-11,9,100,-35,0.9,14,·,3,·
N#C/C(=C\c1cccs1)C(=O)NCc1ccco1,97,·,5,104,0,0.1,20,-5,1,-6
Cc1ccc(OCCOCCNC(C)C)c(Br)c1,80,-37,10,83,-51,-3.1,3,-1,1,-7
COc1ccc(CN(C)CC(=O)NC(=O)NCc2ccccc2)c(OC)c1,101,·,7,97,-6,-2.3,6,-1,5,4
O=C1CC(c2ccco2)Sc2nc3ccccc3n21 (centres undefined),79,·,3,74,-29,-0.6,2,-1,1,-13
COC(=O)c1cn(-c2ccccc2)nc1-c1ccncc1,86,-49,10,90,2,-2.9,29,0,0,-5
O=C(CSc1nnc(COc2ccc(Cl)cc2)o1)OC1CCCCC1,87,-9,-15,89,-54,-1.0,0,-1,3,0
Cc1cc(NCCCn2ccnc2)n2nc(-c3ccc(F)cc3)cc2n1,72,·,4,81,-42,-4.2,4,0,2,-10
CCNc1nc(-c2ccc(Cl)cc2)cs1,30,-33,8,60,-33,-0.4,7,-1,0,-11
CCCn1nnc(NC(=O)c2ccc(-c3ccccc3)cc2)n1,80,-4,-18,79,-36,1.4,0,-3,3,-16
CCOC(=O)c1ccc(CSc2nnc(N)s2)cc1,95,-2,0,104,-13,0.5,5,2,-1,-12
Cc1ccc2c(CC(=O)OCc3csc(C)n3)coc2c1,90,-14,1,101,-16,-1.6,6,·,8,-8
CCC1CCCCN1CCCNC(=O)Cn1nc(-c2ccccc2)ccc1=O (centres undefined),95,-1,6,100,7,-2.1,5,-2,-1,-5
Cc1sc2nc(CN3CCOCC3)nc(Oc3ccc(NC(=O)c4ccco4)cc3)c2c1C,83,-14,-8,73,-92,-2.6,·,·,0,-14
COc1ccc(-c2noc(C)c2-c2ccc3ccccc3n2)c(O)c1,67,-59,-1,71,-36,-0.1,21,-6,7,-6
CC1CCN(C(=O)CSc2nc(N)cc(N)n2)CC1,98,·,6,98,-23,-0.7,12,-2,1,-19
COc1ccc2c(c1)C(=O)CC(c1ccccc1F)O2 (centres undefined),83,3,16,71,-34,-4.8,9,·,3,-21
Cc1ccc2[nH]c3c(c2c1)CCc1cn[nH]c1-3,51,28,-1,62,92*,-1.9,24,0,-5,-19
CC(=O)OCc1cc(=O)n(C)c(=O)n1C,84,10,-9,78,-2,-1.9,1,-6,1,-5
CCCNC(=O)c1cnc(Sc2ncc(C(F)(F)F)cc2Cl)n1C,107,14,-1,91,-11,-1.9,8,-1,1,-2
CC(C)Sc1nc2ccc(N3C(=O)C4CCCCC4C3=O)cc2s1 (centres undefined),84,21,6,89,-16,-1.3,22,-7,0,-3
CCSc1nnc(Cn2c(=O)sc3ccccc32)n1C,104,-37,20,91,-8,-1.2,6,·,2,-2
O=c1cc(-c2ccc([N+](=O)[O-])cc2)nc2cc(-c3ccc(Cl)cc3)[nH]n12,88,·,-9,78,-56,-2.9,7,-13,0,-3
CCCC/C(O)=N\S(=O)(=O)c1ccc(N=NN(C)C)cc1,98,20,-5,90,-3,-1.5,3,·,5,·
O=C(C1CCCCN1S(=O)(=O)c1ccccc1)N1CCCCC1 (centres undefined),95,-25,-10,87,-5,-1.0,4,·,1,0
CNC(=O)CN(c1cc(C)ccc1OC)S(=O)(=O)c1ccc(C)cc1,88,1,-15,90,-33,-1.3,21,-1,1,-2
CCCCNC(=O)Cn1c(=O)n(C)c2ccccc21,102,·,2,106,-22,0.1,17,0,1,-3
CCOC(=O)C1=C(C)Nc2sc(C(=O)c3ccc(Br)cc3)c(N)c2C1c1ccc(C(=O)OC)cc1 (centres undefined),76,-7,6,69,-22,2.0,2,0,2,-5
Fc1cccc(CN2CCN3CCCC3C2C2CCCCC2)c1 (centres undefined),70,-52,7,64,-13,-1.4,4,·,13,-18
O=C(O)CC/C(=N\Nc1ccc(S(=O)(=O)N2CCCC2)cc1[N+](=O)[O-])c1cccs1,52,·,2,57&59,-21,-1.4,5,-1,2,-13
O=C(O)C1C2C=CC(C2)C1C(=O)N1CCOCC1 (centres undefined),93,2,10,94,-55,-1.3,30,·,5,-10

# Next structures follow.
SMILES,bCat KO growth,E-sel TNF inh,GALR2 antag,PTEN del growth,Yeast growth inh,MRP-1 activ,Measles CPE,Phagocytosis inh,NPY-Y2 antag,Yeast life ext
COC(=O)c1ccc(C(=O)OC)c(NC(=O)CSCc2ccccc2Br)c1,104,32,-9,108,-14,-0.7,14,0,-1,-8
Cc1n[nH]c(C)c1Sc1ccccc1N=Cc1cc(Cl)cc([N+](=O)[O-])c1O,104,-7,7,99,1,-0.8,11,-1,7,-8
COCCN1Cc2cccc(C(=O)Nc3ccccc3OC)c2C1=O,100,-37,15,100,-50,-0.9,3,-3,7,-16
Cn1nc(C(=O)Nc2nc3ccccc3[nH]2)c2ccccc2c1=O,77,-16,-7,69,-13,-4.2,6,4,4,-4
CCc1nnc(NS(=O)(=O)c2ccc(N/C=C/C(=O)c3ccc(C)cc3)cc2)s1,97,·,-15,91,-26,-1.1,6,·,2,3
c1csc(-c2nn[nH]n2)c1,89,-7,6,97,2,-0.1,13,0,4,-5
CCc1cc2cc3c(cc2nc1SCC(=O)N1CCN(C(=O)c2ccco2)CC1)OCO3,98,-4,-1,96,-33,-1.4,12,-1,0,-6
COC(=O)c1nnn(-c2nonc2N)c1CSc1ccc(Cl)cc1,93,1,-7,95,-29,-1.3,16,8,0,-5
CCCNC(=O)OCC12CC3CC(CC(C3)C1)C2,84,-5,-9,92,-16,0.0,13,-9,1,15
O=C(NCc1ccco1)c1nnc(Cc2ccc(F)cc2)o1,89,-4,0,86,30,-2.6,18,·,2,-1
c1ccc(C(c2ccccc2)N2CCN(Cc3nnnn3C3CCCC3)CC2)cc1,84,·,-15,77,-27,-2.0,37,0,0,-8
COc1ccc2c(c1)[nH]c1c(N3CCN(Cc4ccc5c(c4)OCO5)CC3)ncnc12,8,3,38*,10,5,-3.3,7,-3,2,-2
Cn1cnnc1SC1CCCCC1NS(=O)(=O)c1ccc(Cl)cc1 (centres undefined),91,-20,0,100,-35,-1.9,29,·,2,·

# High-throughput results from PubChem.
